# GalR3 antag – blocks the human galanin receptor 3; HEK293 GalR3-CNG cAMP membrane potential fluorescence; galR3 body fused to GalR1 C-terminus; 360,000 compounds, 0.44% hits; inhibition, % at 3 µM;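 active = inhibition above the screen-wide average plus 3 SD, cut at about 13% in these data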;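 note: forskolin and galanin both at EC90 stimulate the cells; cAMP rise reported by CNG channel membrane potential dye signal; 0% = forskolin plus galanin with DMSO and 100% = forskolin alone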
# CRFR2-BP antag – CRF-BP/CRF-R2 complex antagonism; 350,000 compounds, 0.59% hits; HEK293 CRF-R2/CRF-BP, CRF-induced calcium fluorescence; inhibition, % at 11.8 µM;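 active = inhibition of the ligand-induced calcium signal above about 50% at the single tested concentration, limit read from the data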
# PHOSPHO1 block – PHOSPHO1 (human) inhibition; 290,000 compounds, 1.1% hits; Q8TCT1; recombinant PHOSPHO1, absorbance phosphatase assay; inhibition, % at 13.3 µM; AID 1565; in the data active = inhibition above about 60%
# CRFBP-R2 agonist – CRF-BP/CRF-R2 complex agonism | HEK293 CRF-R2/CRF-BP, calcium dye fluorescence (FLIPR); percent of saturating CRF peptide response | activation, % at 13.2 µM | 350,000 compounds, 0.46% hits | AID 588473;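 active = activation of at least 50%, plus an integration ratio under a set limit after plate pattern correction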;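 note: plate controls were neutral control wells without compound for no effect and CRF at EC100 for full effect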
# CHRM4 PAM – positive allosteric modulators of human muscarinic M4 receptor | P08173 | CHO-K1 hM4/Gqi5, Fluo-8 calcium fluorescence, ACh EC20; 0% = ACh EC20, 100% = maximal ACh | activation, % at 3 µM | 360,000 compounds, 0.4% hits;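 active = activation above its plate's cutoff, the mean activation of sample wells plus 3 SD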; note: some results filed as inactive read as strong as hits
# Target sequence (P08173 whole entry, looked up): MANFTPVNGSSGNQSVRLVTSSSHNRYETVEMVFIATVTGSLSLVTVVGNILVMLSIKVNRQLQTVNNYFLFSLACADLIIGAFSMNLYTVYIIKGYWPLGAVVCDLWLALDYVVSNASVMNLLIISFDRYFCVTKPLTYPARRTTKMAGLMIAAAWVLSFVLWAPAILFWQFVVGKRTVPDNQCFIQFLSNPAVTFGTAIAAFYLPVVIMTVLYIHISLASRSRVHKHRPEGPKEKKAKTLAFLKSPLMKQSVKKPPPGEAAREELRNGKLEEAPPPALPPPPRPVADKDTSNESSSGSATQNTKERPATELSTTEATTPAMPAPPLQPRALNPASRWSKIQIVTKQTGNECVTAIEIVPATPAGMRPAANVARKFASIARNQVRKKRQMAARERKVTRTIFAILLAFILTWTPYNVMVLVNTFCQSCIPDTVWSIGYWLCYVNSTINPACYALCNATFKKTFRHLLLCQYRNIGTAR
# pCIP destab – compounds decreasing mouse p/CIP protein stability; AID 1984; F442A p/CIP-EGFP cells, EGFP fluorescence, 16 h; 290,000 compounds, 0.01% hits; Q05BA5; decrease of EGFP signal, % at 10 µM;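 active = EGFP signal decrease of at least 30% at 10 µM or well 3 SD below plate mean, unless failing retest; inactive = the rest, including hits failing retest or dose response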; note: some compounds called inactive have numbers as strong as hits; many of its hits are not listed in these tables
# IDE inh – inhibits human insulin-degrading enzyme in HEK cells. P14735. FAbetaB cleavage, fluorescence polarization. inhibition, % at 5.59 µM. 320,000 compounds, 0.41% hits. AID 434962;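 active = percent inhibition above the average of all tested compounds plus 3 SD, set per screening campaign, cut at about 16% in these data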;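 note: IDE supplied by intact live HEK cells; FP after avidin binding of uncleaved biotin substrate so inhibition keeps polarization high; 0% = DMSO wells and 100% = 60 µM reference IDE inhibitor Ii1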
# IDE act – IDE (human) activation, cell-based | 340,000 compounds, 0.073% hits | activation, % at 5.96 µM | HEK cells, FAbeta-B cleavage, fluorescence polarization; 0% vehicle, 100% cell-free pure enzyme wells | P14735;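 active = activation above the mean of all tested compounds plus 3 SD, set per screening campaign, cut at about 17% in these data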
# MEKK3 PB1 HTS – raises or lowers MEK5 binding to the human MEKK3 PB1 domain. Q99759. bead-based flow cytometry, Alexa488-MEK5 binding to MEKK3; actives lie on both sides; 0 = blocked by unlabeled MEK5, 100 = vehicle. binding response (% of control), % at 10 µM. 290,000 compounds, 1.4% hits;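 active = binding response more than 3 SD above or below the average of its plate-row segment, actives on both sides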;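 note: Alexa488 bead fluorescence after subtracting the streptavidin-only scavenger bead signal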
# Target sequence (Q99759 whole entry, looked up, the tested form may be a part): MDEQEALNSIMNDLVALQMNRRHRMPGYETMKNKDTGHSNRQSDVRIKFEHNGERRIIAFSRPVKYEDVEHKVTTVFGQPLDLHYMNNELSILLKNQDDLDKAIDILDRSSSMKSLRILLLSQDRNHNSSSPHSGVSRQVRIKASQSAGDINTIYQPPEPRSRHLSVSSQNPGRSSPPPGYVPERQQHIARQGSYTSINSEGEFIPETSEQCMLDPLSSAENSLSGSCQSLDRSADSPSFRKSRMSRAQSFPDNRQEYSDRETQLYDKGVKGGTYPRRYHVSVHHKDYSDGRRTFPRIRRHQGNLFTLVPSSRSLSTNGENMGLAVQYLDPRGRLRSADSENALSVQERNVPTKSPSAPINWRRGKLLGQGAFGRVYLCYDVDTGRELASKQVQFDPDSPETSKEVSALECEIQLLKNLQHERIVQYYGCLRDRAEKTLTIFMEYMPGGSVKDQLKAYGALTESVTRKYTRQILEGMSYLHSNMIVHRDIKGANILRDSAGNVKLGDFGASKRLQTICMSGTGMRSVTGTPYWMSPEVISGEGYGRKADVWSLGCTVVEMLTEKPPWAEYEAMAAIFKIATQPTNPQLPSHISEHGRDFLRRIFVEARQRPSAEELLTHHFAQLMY
# Numbers without * were called inactive; / = no result given.
cpd	structure	GalR3 antag	CRFR2-BP antag	PHOSPHO1 block	CRFBP-R2 agonist	CHRM4 PAM
1	CC(=O)Nc1ccc(NC(=O)c2ccc(NS(=O)(=O)c3cc(C(C)(C)C)cc(C)c3C)cc2)cc1	-3.3	4.8	10.3	1.4	-2.1
2	Cc1ccc(S(=O)(=O)Nc2ccnc3ccccc23)cc1	-8.5	6.6	10.7	0.7	-3.6
3	CC(C)(C)c1ccccc1NC(=S)NCc1ccccc1	-4.5	-14.2	-36.2	0.6	1.1
4	COc1cc(NC(=O)c2ccc(OC)c([N+](=O)[O-])c2)ccc1NC(=O)c1cccs1	4.9	4.3	-1.5	1.6	8.2
5	COc1ccc(N(Cc2ccccc2)S(=O)(=O)c2cc(C(=O)O)ccc2Cl)cc1	-7.5	12.6	31.9	-1.4	10.9
6	Cc1ccc(C(=O)NCCc2csc(-c3cccnc3)n2)cc1	/	15.1	30.2	1.6	4.7
7	Cc1cc(C(=O)N/N=C/C=C/c2ccc3c(c2)OCO3)n[nH]1	-6.4	-4.3	25.4	-1.1	0.3
8	CS(=O)(=O)c1nc(S(=O)(=O)c2ccc(Cl)cc2)c(NCCCn2ccnc2)s1	-6.6	-2.0	-6.1	-0.2	-9.8
9	Nn1cnc2scc(-c3cccs3)c2c1=O	-3.0	-9.6	23.8	-1.4	7.6
10	N/C(=N\OC(=O)c1ccc(Br)cc1)c1ccncc1	-2.0	-7.6	-87.0	0.0	0.0
11	CCOc1cc2oc(=O)c3c(c2cc1Cl)CCC3	-1.0	3.1	-10.1	0.8	1.1
12	Cc1ccc(-c2csc(NC(=O)CN3CCC(C(N)=O)CC3)n2)cc1	-7.2	11.6	-0.6	-0.2	-3.4

cpd	pCIP destab	IDE inh	IDE act	MEKK3 PB1 HTS
1	-6.1	0.0	1.9	98.0
2	3.8	4.1	4.2	103.0
3	-6.2	0.3	5.9	98.0
4	-3.5	7.3	5.8	100.0
5	3.6	-3.2	4.2	101.0
6	7.9	5.2	-3.6	109.0
7	-5.7	1.6	-5.7	94.0
8	2.9	14.1	-0.1	102.0
9	-1.7	5.2	6.8	97.0
10	5.6	-6.0	3.2	107.0
11	-2.5	0.1	2.5	85.0
12	25.2	5.5	-1.4	98.0

# Continuation:
cpd	structure	GalR3 antag	CRFR2-BP antag	PHOSPHO1 block	CRFBP-R2 agonist	CHRM4 PAM
13	CCc1ccc(/C=C2/SC(=S)N(CCC(=O)NCCCN3CCOCC3)C2=O)cc1	-1.1	-6.9	22.6	0.0	-2.0
14	COC(=O)c1ccc(NC(=O)Cn2nc(C)c3ccccc3c2=O)cc1	-7.8	9.2	44.7	-1.5	5.1
15	COC(=O)c1cc(S(=O)(=O)N2CCN(c3ccccc3OC)CC2)cn1C	-2.0	-3.6	12.6	-1.4	0.3
16	C=CCNC(=S)N1CCN(c2ncc(C(F)(F)F)cc2Cl)CC1	5.9	-6.7	29.8	0.5	-14.4
17	Clc1ccc(-n2cnnn2)cc1	-4.4	5.6	7.1	0.4	-2.3
18	CCOc1ccc(N)c(SSc2cc(OCC)ccc2N)c1	1.2	3.2	66.8*	0.5	-8.0
19	COc1ccc(CCNCC(=O)Nc2ccccc2C(F)(F)F)cc1	1.7	-8.2	1.8	-1.9	6.3
20	CC(=O)NC1(c2ccc(F)cc2)CCN(C(=O)Nc2ccc(F)cc2F)CC1	-4.5	1.4	25.7	0.2	2.1
21	CCc1ccc(N(CC(=O)N2CCN(Cc3ccccc3)CC2)S(C)(=O)=O)cc1	-10.9	11.9	39.0	-0.7	-0.1
22	CCC1SC(CC)C(=O)N(CC(=O)NC2CCCCC2)C1=O (centres undefined)	-2.0	-0.8	47.9	-0.6	8.1
23	COc1ccc(CC(NC(C)=O)C(=O)N2CCN(C(=O)Nc3cccc(F)c3)CC2)cc1OC (centres undefined)	-3.3	18.9	2.3	0.3	5.7
24	Cc1nc2ccccc2c(=O)n1NC(=O)c1ccccc1F	-7.8	9.0	4.7	-0.3	-2.4

cpd	pCIP destab	IDE inh	IDE act	MEKK3 PB1 HTS
13	-5.0	3.0	-2.7	104.0
14	-6.0	-5.5	-2.1	105.0
15	4.7	2.9	4.1	101.0
16	-18.5	1.7	5.5	96.0
17	-3.0	0.2	4.3	104.0
18	-9.3	14.6	-13.0	104.0
19	0.7	1.4	/	104.0
20	-1.7	1.7	2.8	90.0
21	1.1	/	3.2	102.0
22	1.8	/	1.5	110.0
23	-7.6	0.7	2.3	92.0
24	-9.5	2.4	2.9	106.0

# (more compounds)
cpd	structure	GalR3 antag	CRFR2-BP antag	PHOSPHO1 block	CRFBP-R2 agonist	CHRM4 PAM
25	CCN(CC)CCCNc1nnc(C)c(=O)[nH]1	0.4	0.0	7.5	0.7	10.4
26	COc1ccc(CC(=O)O/N=C(\N)Cc2ccc(OC)c(OC)c2)cc1	/	1.5	28.7	-3.3	2.0
27	COc1ccc(N2CCN(C(=O)c3ccc(-c4ccccc4)cc3)CC2)cc1	-8.2	-0.2	19.5	1.2	-15.5
28	COc1ccc(NC2CCCN(C(=O)COc3ccc(C(C)=O)cc3)C2)cc1 (centres undefined)	-5.7	-1.8	/	2.6	-3.5
29	COC(=O)C1=C(C)N(c2cccc(C)c2)C(=O)/C1=C\c1cccs1	0.4	7.4	43.3	1.0	1.8
30	Cc1ccc(S(=O)(=O)NCCN=C(CN2CCOCC2)NS(=O)(=O)c2ccc(C)cc2)cc1	-3.0	-2.1	-3.4	-2.3	-1.6
31	CCn1nc(C)c(CN2CCCCC2C(=O)Nc2ccc(Oc3cccnc3)cc2)c1C (centres undefined)	/	-10.9	56.2	-0.3	-2.0
32	CC1CCCCC1NC(=O)COC(=O)C12CC3CC(CC(Cl)(C3)C1)C2 (centres undefined)	-7.9	-9.4	20.1	-1.0	-8.5
33	COC(=O)c1ccc(NC(=O)C(=O)N2CCN(C(=S)Nc3ccccc3OC)CC2)cc1	-2.6	16.1	0.2	-1.2	0.0
34	CCCN(CCC)Cc1c(C(=O)N/N=C/c2ccoc2)nnn1-c1nonc1N	-12.2	0.9	20.0	-0.7	-0.3
35	CNC(=O)c1c(NC(=O)CCS(=O)(=O)c2ccc(C)cc2)sc(C)c1C	0.7	1.4	/	-1.6	1.2
36	COc1ccccc1N(C)S(=O)(=O)c1ccc(C(=O)Nc2cccc(Br)c2)cc1	-6.0	-0.7	/	1.3	-8.6

cpd	pCIP destab	IDE inh	IDE act	MEKK3 PB1 HTS
25	-19.0	4.8	0.1	99.0
26	-20.2	-4.6	-7.9	105.0
27	-4.0	-12.8	-3.2	99.0
28	/	/	/	/
29	-27.9	2.3	6.4	101.0
30	2.3	2.0	4.1	102.0
31	-4.9	9.9	0.5	103.0
32	12.4	1.1	5.3	76.0
33	-7.9	2.0	2.8	98.0
34	-2.3	-1.9	0.4	103.0
35	/	-1.3	1.7	/
36	/	2.6	5.1	/

# 3 of the compounds above, as tab-separated lines:
item	compound	GalR3 antag	CRFR2-BP antag	PHOSPHO1 block	CRFBP-R2 agonist	CHRM4 PAM	pCIP destab	IDE inh	IDE act	MEKK3 PB1 HTS
32	CC1CCCCC1NC(=O)COC(=O)C12CC3CC(CC(Cl)(C3)C1)C2 (centres undefined)	-7.9	-9.4	20.1	-1.0	-8.5	12.4	1.1	5.3	76.0
35	CNC(=O)c1c(NC(=O)CCS(=O)(=O)c2ccc(C)cc2)sc(C)c1C	0.7	1.4	/	-1.6	1.2	/	-1.3	1.7	/
27	COc1ccc(N2CCN(C(=O)c3ccc(-c4ccccc4)cc3)CC2)cc1	-8.2	-0.2	19.5	1.2	-15.5	-4.0	-12.8	-3.2	99.0

# More entries
cpd	structure	GalR3 antag	CRFR2-BP antag	PHOSPHO1 block	CRFBP-R2 agonist	CHRM4 PAM
37	O=C(NC1CCCCC1)c1ccc(COc2ccccc2)o1	-5.6	15.4	/	0.0	1.1
38	CCCCCCC(NC(=O)c1ccc(C)cc1)C(=O)O (centres undefined)	-6.8	-6.0	/	-1.3	3.1
39	Cc1[nH]c2ccccc2c1CCNC(=O)c1ccc2c(c1[N+](=O)[O-])C(=O)c1ccccc1C2=O	-9.3	-8.8	37.3	-0.5	0.1
40	Cc1cc(NC(=O)c2cc3n(n2)C(C(F)(F)F)CC(c2ccc(Cl)c(Cl)c2)N3)no1 (centres undefined)	-7.7	-2.6	21.6	-0.8	2.2
41	COC(=O)c1ccc(Nc2cc(C)nc3ccccc23)cc1	-6.9	8.7	-3.6	-1.4	-4.7
42	c1cc(CNc2ccc3c(c2)OCO3)ccn1	5.2	11.2	-10.4	5.6	2.4
43	CC(=O)Nc1cc[n+](CC(=O)c2cccc([N+](=O)[O-])c2)cc1	-10.1	10.3	19.2	0.1	-2.4
44	O=C(N1CCCC1)C12CCC3CC(CC(C3)C1)C2	-5.7	3.8	1.7	-3.6	8.3
45	CN1c2ccccc2C(C)(C)C12CC(c1ccc(Cl)c(S(=O)(=O)N3CCCC3)c1)=NO2 (centres undefined)	/	/	3.2	/	/
46	Cn1c(CCCNC(=O)c2ccco2)nc2ccccc21	-3.1	-3.9	/	0.8	14.1
47	CN(C)C(=O)NC1C=CS(=O)(=O)C1 (centres undefined)	-9.3	17.2	14.4	-0.5	-2.2
48	Cc1ccccc1NC(=O)c1ccccc1NC(=O)c1ccccc1F	-11.9	-17.8	15.3	-0.1	14.7

cpd	pCIP destab	IDE inh	IDE act	MEKK3 PB1 HTS
37	/	-2.7	0.6	/
38	/	/	4.7	/
39	-26.7	-3.3	3.3	/
40	3.0	0.3	4.5	104.0
41	-10.3	-2.0	4.4	102.0
42	-7.8	6.5	2.2	99.0
43	4.8	3.7	1.6	105.0
44	-3.8	7.5	-0.9	95.0
45	-4.4	2.8	/	98.0
46	/	/	0.3	/
47	-7.6	12.2	4.8	112.0
48	5.0	/	-1.1	98.0

# (further entries)
cpd	structure	GalR3 antag	CRFR2-BP antag	PHOSPHO1 block	CRFBP-R2 agonist	CHRM4 PAM
49	O=C(c1ccc(OC2CCN(C(=O)C3CC3)CC2)cc1)N(CCO)Cc1ccccc1	-6.0	24.0	31.8	1.9	-16.2
50	CC(=O)Nc1nc(SCc2ccc(Cl)cc2Cl)n[nH]1	-4.5	-15.6	8.7	0.6	6.5
51	Cn1cc(C(=O)N2CCCCCC2)c(=O)c2cc(S(=O)(=O)N3CCCCC3)ccc21	-7.2	12.7	4.7	-0.6	0.7
52	CNC(=S)N/N=C(\C)c1ccc(C)c(C)c1	1.7	-3.1	5.6	-3.9	-1.3
53	NNC(=O)c1ccc(N2CCCCCC2)c([N+](=O)[O-])c1	8.3	14.2	-24.8	-3.5	-7.8
54	C=CCN1CC(C(=O)N2CCC(Cc3ccc(Cl)cc3)(C(=O)OCC)CC2)CC1=O (centres undefined)	-3.7	-3.4	28.3	-0.6	9.4
55	CC(NC(=O)CNC(=O)C1O[C@@H]2OC(C)(C)O[C@@H]2[C@H]2OC(C)(C)O[C@@H]12)C(=O)O (some centres undefined)	1.8	0.3	-3.7	-0.1	9.9
56	NC(=S)N/N=C/c1ccccc1[N+](=O)[O-]	-1.7	-24.2	19.5	1.6	3.8
57	COCCNC(=O)Cn1ccc2cc(S(=O)(=O)N3CCCCCC3)ccc21	-1.4	-3.4	33.2	-0.1	2.2
58	O=C(c1ccccc1)N1CCCC(C(=O)N2CCN(c3ccccc3)CC2)C1 (centres undefined)	-0.5	10.1	32.7	-0.5	-8.6

cpd	pCIP destab	IDE inh	IDE act	MEKK3 PB1 HTS
49	1.6	0.1	8.6	100.0
50	-10.6	1.3	1.4	101.0
51	1.7	8.9	3.0	100.0
52	5.2	7.7	5.6	94.0
53	0.2	-6.1	-3.1	99.0
54	-7.7	6.6	-6.0	95.0
55	4.0	1.4	6.6	100.0
56	-2.9	-4.8	8.8	100.0
57	-5.1	-0.2	0.2	99.0
58	-10.8	-7.1	-3.5	114.0
